Scp-1 inhibitor: Scp-1 (human) phosphatase inhibition; inhibition, % at 20 µM; Recombinant Scp1, phosphopeptide, malachite green phosphate absorbance; 340,000 compounds, 0.88% hits; Q9GZU7;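 active = inhibition above about 50% at 20 µM, limit read from the data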;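 note: plate controls were DMSO wells with enzyme for no effect and wells lacking enzyme for full effect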
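System: SCP-1 catalytic domain; Reagent: Phospho 17-mer peptide substrate; Doses: one concentration, 20 µM, with 1.0% DMSO; Incubation: 45 min room-temperature reaction, 5 min colour, 30 min stabiliser; Signal: Phosphate-binding colour reagent, absorbance read at 630 nm.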
Tb MetRS inh: Trypanosoma brucei MetRS inhibition; inhibition, % at 11.9 µM; 360,000 compounds, 0.4% hits; purified T. brucei MetRS, ATP depletion, Kinase-Glo luminescence;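 active = inhibition above a per-plate cutoff of the control wells' mean inhibition plus 3 SD, cut at about 5.5% in these data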;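 note: 0% = DMSO wells median and 100% = median of wells with control inhibitor compound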
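Measured by: Kinase-Glo luciferase luminescence reporting remaining unconsumed ATP. Material: purified T. brucei MetRS enzyme. Doses: 11.9 µM compound single dose, 0.9% DMSO. Medium: HEPES buffer containing pyrophosphatase, BSA, spermine, DTT. Times: 15 min preincubation, 2 h reaction, all 25 °C. Reagent: methionine, ATP and bulk E. coli tRNA.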
bovine MsrA act: bovine methionine sulfoxide reductase A activation; purified bovine MsrA, absorbance read-out; activation, % at 10.6 µM; 360,000 compounds, 0.3% hits; AID 602163; in the data active = activation above about 7.5%;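 note: 0% = vehicle and 100% = reference activator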
CendR NRP1 mod: modulators of CendR peptide binding to human neuropilin-1; 360,000 compounds, 0.85% hits; FAM-RPARPAR peptide binding to NRP-1, fluorescence polarization; inhibition, % at 25 µM; O14786;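 active = inhibition or corrected inhibition above about 18%, plus a signal ratio from 0.5 to 1.5, limit read from the data, passing the limit was not always enough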; note: strong numbers were not always called active
Target sequence (O14786 whole entry, looked up): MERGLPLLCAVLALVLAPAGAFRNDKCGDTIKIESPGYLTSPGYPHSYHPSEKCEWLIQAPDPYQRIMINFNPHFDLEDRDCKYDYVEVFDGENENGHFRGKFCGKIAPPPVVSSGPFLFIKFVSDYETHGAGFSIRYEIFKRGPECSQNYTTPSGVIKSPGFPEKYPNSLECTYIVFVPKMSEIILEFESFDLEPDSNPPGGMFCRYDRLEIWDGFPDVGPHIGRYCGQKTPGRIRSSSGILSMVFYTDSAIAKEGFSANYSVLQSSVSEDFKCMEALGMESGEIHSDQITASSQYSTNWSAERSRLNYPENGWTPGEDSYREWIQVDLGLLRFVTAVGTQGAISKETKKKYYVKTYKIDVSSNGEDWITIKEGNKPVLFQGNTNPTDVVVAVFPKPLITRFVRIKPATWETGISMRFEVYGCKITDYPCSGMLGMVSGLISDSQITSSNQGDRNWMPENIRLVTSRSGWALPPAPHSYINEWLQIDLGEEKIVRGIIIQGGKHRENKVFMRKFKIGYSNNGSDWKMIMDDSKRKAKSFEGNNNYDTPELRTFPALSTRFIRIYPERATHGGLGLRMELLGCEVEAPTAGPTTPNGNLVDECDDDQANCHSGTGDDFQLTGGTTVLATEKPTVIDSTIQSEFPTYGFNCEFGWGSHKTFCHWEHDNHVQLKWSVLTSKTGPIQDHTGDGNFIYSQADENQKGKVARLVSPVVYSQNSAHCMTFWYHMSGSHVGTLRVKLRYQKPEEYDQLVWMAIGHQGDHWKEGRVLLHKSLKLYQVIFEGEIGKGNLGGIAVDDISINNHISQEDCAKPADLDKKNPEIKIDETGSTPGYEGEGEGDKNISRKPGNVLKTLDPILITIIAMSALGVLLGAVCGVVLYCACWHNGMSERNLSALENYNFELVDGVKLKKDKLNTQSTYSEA
LMPTP inh: blocks human LMPTP phosphatase | recombinant LMPTP-A, OMFP fluorogenic substrate, fluorescence intensity | AID 651560 | 360,000 compounds, 0.22% hits | P24666 | inhibition, % at 20 µM;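 active = compounds that cut the enzyme signal by at least half of the control window in the single-dose screen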;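 note: plate controls were DMSO wells with enzyme plus substrate for no effect and substrate without enzyme for full effect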
Target sequence (P24666 whole entry, looked up): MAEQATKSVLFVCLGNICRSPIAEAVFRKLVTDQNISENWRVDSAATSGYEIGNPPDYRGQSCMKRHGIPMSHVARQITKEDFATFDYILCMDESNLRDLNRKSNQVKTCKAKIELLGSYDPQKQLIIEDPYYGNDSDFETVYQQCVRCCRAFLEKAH
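material = LMPTP-A | quantity = 0.625 nM enzyme | reagent = OMFP substrate, 400 µM final | buffer or medium = Bis-Tris pH 6.0, DTT, detergent | detection = endpoint fluorescence intensity from OMFP dephosphorylation | dosing = single 20 µM dose | read-out basis = % inhibition relative to no-enzyme and uninhibited control wells | control set = no-enzyme and uninhibited controls | timing = 50 min at room temperature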
STEP block: blocks human striatal-enriched tyrosine phosphatase; AID 588621; 360,000 compounds, 0.25% hits; recombinant STEP, OMFP fluorogenic substrate, fluorescence; inhibition, % at 20 µM;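 active = inhibition at 20 µM, scaled per plate between control wells, above about 37%, limit read from the data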;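 note: 0% = DMSO with enzyme and substrate and 100% = substrate only without enzyme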
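Measure: Control-normalized % inhibition with plate pattern correction | Test system: STEP phosphatase, cell-free reaction | Medium: pH 6.0 Bis-Tris with DTT and Tween 20 | Technique: Fluorescence, 480/540 nm | Times: Reaction 20 min, ambient temperature | Doses: Single compound dose of 20 µM, 1% DMSO final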
MsrA inhibitor: inhibitors of bovine MsrA; purified bovine MsrA, absorbance read-out; inhibition, % at 15.5 µM; 360,000 compounds, 0.75% hits; in the data active = inhibition above about 4.5%;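 note: 0% = vehicle wells with enzyme and 100% = reference inhibitor wells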
eLon inh: inhibitors of E. coli Lon protease | inhibition, % at 7.94 µM | P0A9M0 | purified E. coli Lon protease, fluorescence polarization | AID 602123 | 360,000 compounds, 0.42% hits; in the data active = inhibition above about 13%, passing the limit was not always enough;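 note: 0% = enzyme with probe and DMSO and 100% = no enzyme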
SUMO1 PPI mod: alters human SUMO1 binding to SIM partners; P63165; SUMO1 binding to a labelled peptide, TR-FRET, 1 h; inhibition, % at 20 µM; 360,000 compounds, 0.33% hits; AID 602429; in the data active = inhibition above about 37%
DNMT1 block: inhibitors of human DNMT1 | P26358 | DNMT1 molecular beacon, Hinp1I cleavage, fluorescence | inhibition (reported as % activation of signal), % at 10 µM | 360,000 compounds, 0.83% hits; in the data active = inhibition above about 50%
Active calls of the source: *; / = no result given. An unsorted share of the library. Share with any hit: about 4.3%.

SMILES	Scp-1 inhibitor	Tb MetRS inh	bovine MsrA act	CendR NRP1 mod	LMPTP inh	STEP block	MsrA inhibitor	eLon inh	SUMO1 PPI mod	DNMT1 block
O=C1CC2(CCN(C(=O)c3ccc(Cl)cc3)CC2)Oc2ccccc21	-11	0.1	-2	10	1.3	-1	-1.5	-2	-1	0
CC(C)c1nc2scc(-c3ccc(Cl)cc3)c2c(=O)n1N	-14	-1.4	-10	5	0.2	-2	0.5	-13	2	1
CCCCC1(CC)C(=O)NC(=O)NC1=Nc1ccc(OC)cc1 (stereo not drawn)	-10	-0.4	-3	3	-1.6	4	0.7	3	1	3
CN(C)S(=O)(=O)c1ccc(F)c(C(=O)Nc2ccccc2C(=O)NC2CC2)c1	-7	0.0	-6	-5	-0.4	0	0.4	1	2	1
CN1C[C@@H]2[C@@H]3C(=O)N(Cc4ccccc4)C(=O)[C@@H]3[C@](Cc3ccccc3)(C1=O)N2C(=O)c1ccc(F)cc1	-2	0.2	4	-8	-1.7	-3	-1.1	-6	1	6
C=CCNCc1ccc(C(=O)NCCCCCCC)cc1[N+](=O)[O-]	12	-0.2	-5	3	-2.1	1	-0.6	-1	-22	10
CSc1nnc(C)c(/C=C/Nc2ccc(Cl)cc2)n1	-2	-0.2	-2	-130	1.5	8	1.3	-72	-16	-7
O=C(Cn1ccccc1=O)Nc1ccc(Cl)c(S(=O)(=O)N2CCCCC2)c1	4	-0.1	-12	1	0.1	2	0.5	3	1	0
CCCCN1C(=O)CC(SC2CC(=O)N(CCCC)C2=O)C1=O (stereo not drawn)	-4	-0.5	-10	9	-1.2	1	0.6	2	-5	-5
O=C(CNS(=O)(=O)c1ccc(F)cc1)N1CCCCCC1	-8	-0.2	-2	-10	-0.7	3	-0.9	-2	2	-1
COc1ccc(C(CC(=O)O)NC(=O)COc2ccccc2)cc1OC (stereo not drawn)	3	-0.6	-3	0	-0.7	2	1.6	-6	-3	2
COc1ccc(-n2c(=O)cc(N3CCCCCC3)[nH]c2=O)cc1	-8	-0.6	3	0	-1.7	10	-0.6	-2	3	-4
CNC(=S)N1N=C(c2ccc(OC)cc2)CC1c1ccc(Cl)cc1Cl (stereo not drawn)	-11	-0.2	-5	6	2.9	0	1.1	-5	-2	-3
C[C@@H](NC(=O)[C@H]1O[C@@H](n2cnc3c(N)ncnc32)[C@H](O)[C@@H]1O)c1cccc2ccccc12	/	0.8	-2	3	0.2	-1	0.2	2	1	-3
O=C(Nc1cc(F)cc(F)c1)c1sc(Cl)nc1-c1ccccc1	-7	-0.5	-3	-11	-1.2	3	-0.3	-3	0	-4
O=C(Nc1ccccc1C(=O)Nc1ccccn1)c1ccc([N+](=O)[O-])cc1	-3	-0.3	-3	-10	-0.2	-1	-0.7	0	-10	0
COc1ccc2oc(=O)c(C(=O)Nc3ccccc3C)cc2c1	-6	-0.6	-5	-12	-0.3	2	0.2	-6	-20	-9
Cc1cccc(CN2CCC(CNC(=O)Nc3ccc(F)c(Cl)c3)CC2)c1	-9	-0.3	0	0	0.2	-2	-0.4	0	-2	1
COc1ccc(OCCCC(=O)Nc2ccc(N3CCCCC3)cc2)cc1	19	-0.1	2	-5	-0.8	2	1.2	-11	1	6
O=C(COC(=O)/C=C/c1ccccc1Cl)NC1CCCCCC1	-7	0.0	-1	11	2.0	2	1.1	-6	3	4
CCCc1nnc(SCC(=O)NC2CCCCC2)n1CCOC	8	0.0	-3	0	-0.1	-2	-0.6	-6	0	-1
CCC(C(=O)OCC(=O)C1(O)CCC2C3CCC4=CC(=O)CCC4(C)C3C(O)CC21C)C(C)C (stereo not drawn)	-5	-0.3	3	-2	0.3	0	1.1	-8	2	3
O=C(N/N=C/c1cn(-c2ccccc2)nc1-c1ccc(F)cc1)c1ccc(Br)o1	6	-0.3	0	3	4.3	0	0.1	0	0	-3
COc1cc(Cl)c(S(=O)(=O)N2CC(C)OC(C)C2)cc1Cl (stereo not drawn)	3	-0.4	-2	7	-1.5	-2	0.9	-3	4	2
COCC(C)n1c(SCC(=O)NNC(=O)c2ccc(F)cc2)nc2ccccc2c1=O (stereo not drawn)	-4	-0.8	-6	3	-1.4	2	-0.1	4	3	-2
O=S(=O)(c1ccccc1)C(Br)S(=O)(=O)c1ccccc1	/	0.2	-5	-4	-1.4	0	-0.2	-2	-2	-1
CCOC(=O)C1CCCN(C(=O)c2cc(Nc3ccc(OC)cc3)nc3ccccc23)C1 (stereo not drawn)	-10	-0.5	6	19	0.9	0	0.7	-1	-1	-10
Cc1cc(=O)oc(C)c1C(=O)NCCN(C)Cc1ccccc1	-7	0.1	-5	9	-3.6	1	3.0	-2	-2	2
CCOc1ccc2nc(SCC(=O)Nc3cccc(S(=O)(=O)NC4=NCCCCC4)c3)[nH]c2c1	1	4.2	-2	2	0.0	-3	-1.3	-5	11	-9
Cc1ccc(-n2c(SCC(=O)N/N=C/c3ccccc3C(=O)O)nnc2-c2ccc(Cl)cc2)cc1	-1	2.4	-2	12	-1.1	3	0.3	-6	11	-1
Cc1cc(C)c(C(=O)/C=C/C=C/c2ccccc2)c(=O)[nH]1	-5	-0.7	-7	-9	-3.3	-2	3.7	-2	-7	-4
O=[N+]([O-])c1ccc2c(c1)C(N1CCOCC1)/C(=C/COc1ccc(Cl)cc1Cl)O2 (stereo not drawn)	-2	0.8	-4	6	1.1	-4	1.5	3	-1	-3
N#Cc1cc2c(=O)n3ccccc3nc2n(Cc2cccnc2)c1=O	-9	-0.6	-4	-6	-1.3	1	-1.0	-2	-28	13
CCOc1ccc(CC(=O)NCCc2cnc[nH]2)cc1	-3	-0.1	-1	0	-0.9	0	0.2	7	1	-1
O=C(NC(=S)N1CCCC1)c1ccccc1F	-2	-0.3	-1	-3	-0.8	-1	0.3	1	-7	0
CSc1cccc(NC(=O)C2C3C=CC4(O3)C2C(=O)N(CCN2CCOCC2)C4C(=O)NC2CCCCC2)c1 (stereo not drawn)	-1	-0.3	-1	21	-1.0	0	-1.1	3	6	0
Cc1c(C(=O)N2CCCCC2)c(S(=O)(=O)NCCc2ccc(Cl)cc2)c(C)n1C	-7	0.0	0	2	0.4	-2	-0.5	-8	1	3
COc1ccc(NS(=O)(=O)c2ccc(C)c(NC(=O)C3CCCO3)c2)cc1 (stereo not drawn)	2	-0.1	-4	12	-0.9	-20	0.7	-13	-3	2
CCCCCCCCCCCCCCCC(=O)OCC1OC(n2ccc(N)nc2=O)C(O)C1O (stereo not drawn)	-8	-0.5	2	-12	-1.4	1	0.8	8	3	15
COC(=O)[C@@H](NC(=O)CCc1nnc(-c2ccsc2)o1)C(C)C	-13	0.4	-4	-11	-1.8	2	1.1	-7	1	1
Cc1cc(NC(=O)CSc2nc3ccccc3cc2C#N)no1	-7	0.1	1	-27	2.2	-1	-1.2	-11	-7	0
COc1ccc(CNC(=O)COC(=O)c2cncc(Br)c2)cc1	-1	0.0	-3	-6	-0.1	-1	0.8	-10	-1	-7
O=C(CCc1ccccc1)Nc1ccc(N2CCCCC2)cc1	-5	0.0	-2	-6	-0.9	2	-0.2	-2	-2	-8
CS(=O)(=O)N1CCC(C(=O)N2CCC(Cc3ccccc3)CC2)CC1	13	-0.1	-1	2	-0.5	1	-0.8	-6	4	1
c1ccc(SCc2cn3cccnc3n2)nc1	-1	-0.1	-4	-2	1.6	3	0.1	-5	9	-5
O=[N+]([O-])c1ccc(S(=O)(=O)Nc2ncccn2)cc1	11	-1.2	-13	1	-0.4	-1	0.2	4	-21	0
CC(=O)N1c2ccc(S(=O)(=O)N(C)CC(=O)Nc3ccccc3C)cc2CC1C (stereo not drawn)	3	-0.7	-8	10	-1.8	0	-0.8	3	-4	-1
COC(=O)Cn1cnc2c(nnn2-c2ccc(OC)cc2)c1=O	-16	-0.5	-1	0	-1.3	1	-0.7	-5	3	0
CSc1nc(N)n(-c2cc(C(F)(F)F)ccn2)n1	-11	0.4	-1	8	-0.5	1	-1.9	0	-1	-2
Cc1cc(C)cc(-n2nnc(C(=O)NCc3ccco3)c2N)c1	-3	-1.1	-1	10	-0.9	-1	-0.3	5	5	-1
O=S(=O)(Nc1cccnc1)c1cc(Cl)ccc1Cl	2	0.4	-2	-7	-0.2	0	-1.4	-8	16	1
CCOC(=O)C1=CCC(c2ccccc2)N(S(=O)(=O)c2ccccc2)C1 (stereo not drawn)	/	-0.5	-3	7	-0.7	0	1.2	9	2	-2
Cc1nn(C)cc1S(=O)(=O)N1CCCCC1C (stereo not drawn)	-8	-0.3	-6	12	-1.9	-4	-0.7	-5	-1	2
O=S(=O)(c1ccc(F)cc1)c1snnc1-c1ccccc1	-8	0.4	-3	0	0.9	1	0.8	4	-1	5
Cc1ccc(C(=O)Sc2cccccc2=O)cc1	-9	-1.0	2	0	1.1	7	-0.2	3	-7	14
O=C(CCC(=O)c1cccs1)Nc1ncccc1O	4	-0.2	-1	-5	2.7	4	-1.2	-4	0	3
C/C(=C\C(=O)c1sccc1Cl)N(C)C	-4	-0.4	-4	-15	-1.8	5	0.5	2	-1	2
COc1cccc(C(=O)N2CCC(n3nccc3NC(=O)C3CCOC3)CC2)c1 (stereo not drawn)	1	-0.3	-6	10	-2.9	-3	-1.3	6	-2	2
COc1nsnc1N1CCOCC1	-5	-0.9	-8	4	-0.4	-1	-1.3	6	3	3
Cc1nn2cc(-c3cccc(Cl)c3)cnc2c1Br	-1	-0.9	-5	24	0.7	0	0.6	-14	-7	4
COc1ccc(C(=O)CC(=O)C(=O)Nc2ccc([N+](=O)[O-])cc2C)cc1	-3	-0.2	-8	4	1.1	3	1.6	-3	-14	-2
Clc1ccc(-c2c(C3=NCCCN3)nnn2-c2ccc(Cl)cc2)cc1	-1	-0.5	-2	2	0.8	0	0.3	-2	-1	2

Looked up one by one from the list above (three):
SMILES	Scp-1 inhibitor	Tb MetRS inh	bovine MsrA act	CendR NRP1 mod	LMPTP inh	STEP block	MsrA inhibitor	eLon inh	SUMO1 PPI mod	DNMT1 block
O=C(NC(=S)N1CCCC1)c1ccccc1F	-2	-0.3	-1	-3	-0.8	-1	0.3	1	-7	0
COc1ccc(OCCCC(=O)Nc2ccc(N3CCCCC3)cc2)cc1	19	-0.1	2	-5	-0.8	2	1.2	-11	1	6
CCOC(=O)C1=CCC(c2ccccc2)N(S(=O)(=O)c2ccccc2)C1 (stereo not drawn)	/	-0.5	-3	7	-0.7	0	1.2	9	2	-2

Source: PubChem BioAssay (several laboratories)
